# From PubChem BioAssay
# EPAC2 agonist: agonists of human EPAC2 (RAPGEF4) | Potency, µM (titrated, usually from 154 µM), for inactives: top-dose activation, actives largely listed as activators | EPAC2 activation, biochemical qHTS; response scale: 100% = 6.5 mM cAMP response | 0.079% of 360,000 active | Q8WZA2 | AID 720711; further: potency means the concentration at half of the fitted maximal effect; nearly all actives have a fitted effect of over 50% in size
#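 Setup: EPAC2 100 nM, labeled Rap1B complex 250 nM, free GDP 50 uM. Compound titrations pinned in, brief spin, 5 min room temperature incubation. Kinetic fluorescence read over 30 min, normalized to 6.5 mM cAMP.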
# PI5P4K alpha inh: PI5P4K alpha (human) kinase inhibition; P48426; PI5P4Kalpha enzyme, ADP-Glo luminescence, 60 min; active compounds read low; max response, %; 1.2% of 330,000 active; active means max response of -50% or lower; inconclusive means between -30% and -50%; inactive means -30% or higher; further: value at the top dose of about 77 µM; on the % scale 0 is the no-effect control and ±100 the full control effect
#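 PI5P4Kalpha ADP-Glo assay; 5 microM ATP final; 60 min RT reaction; HEPES pH 7.4/EGTA/CHAPS, 5% DMSO; controls lacking substrate or enzyme; luminescent end-point.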
# IL-2 act: activates IL-2 in a cell-based reporter assay; AID 652025; 0.065% of 360,000 active; activation, % (series mostly up to about 46 µM); IL-2 activation reporter assay, cell-based qHTS; stimulated with anti-CD3/CD4/CD28 beads; in transgenic mouse T cells; in the data active means activation above about 50%; inconclusive means mostly about 30% to 49%; further: 0% is about no effect
#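 EGFP and DsRed fluorescence is measured by plate cytometry in unstimulated transgenic mouse T cells exposed to compound for 60 minutes, then stimulated 18 hours at 37 degrees C with anti-CD3/anti-CD4 beads plus anti-CD28.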
# CCT modulator: modulators of cytosolic chaperonin (CCT/TRiC) activity | purified chaperonin ATPase assay, HTRF ADP detection, 30 min | activity change, % (no concentration beside the values), hits read low | 0.3% of 360,000 active | AID 651819; in the data active means activity change below about -30%; further: on the % scale 0 is the no-effect control and ±100 the full control effect
#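 TRiC (40 or 20 nM final, by batch activity) in 30 mM Tris pH 7.4, 100 mM KCl, 5 mM MgCl2, 1 mM DTT was treated with compound at 76 uM single dose, then 10 uM ATP, 30 min at 37 °C. ADP was read by HTRF Transcreener.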
# WRN inhibitor: WRN helicase (human) inhibition; WRN helicase unwinding, fluorescent forked duplex, kinetic; Potency, µM (titrated, usually from 114 µM), for the others: at the top dose activity change, negative = inhibition, hits mostly inhibitors; 0.46% of 360,000 active; AID 651768; further: potency means the concentration at half of the fitted maximal effect; on the % scale 0 is the no-effect control and ±100 the full control effect; nearly all actives have a fitted effect of over 55% in size
# Target sequence (Q14191 whole entry, looked up): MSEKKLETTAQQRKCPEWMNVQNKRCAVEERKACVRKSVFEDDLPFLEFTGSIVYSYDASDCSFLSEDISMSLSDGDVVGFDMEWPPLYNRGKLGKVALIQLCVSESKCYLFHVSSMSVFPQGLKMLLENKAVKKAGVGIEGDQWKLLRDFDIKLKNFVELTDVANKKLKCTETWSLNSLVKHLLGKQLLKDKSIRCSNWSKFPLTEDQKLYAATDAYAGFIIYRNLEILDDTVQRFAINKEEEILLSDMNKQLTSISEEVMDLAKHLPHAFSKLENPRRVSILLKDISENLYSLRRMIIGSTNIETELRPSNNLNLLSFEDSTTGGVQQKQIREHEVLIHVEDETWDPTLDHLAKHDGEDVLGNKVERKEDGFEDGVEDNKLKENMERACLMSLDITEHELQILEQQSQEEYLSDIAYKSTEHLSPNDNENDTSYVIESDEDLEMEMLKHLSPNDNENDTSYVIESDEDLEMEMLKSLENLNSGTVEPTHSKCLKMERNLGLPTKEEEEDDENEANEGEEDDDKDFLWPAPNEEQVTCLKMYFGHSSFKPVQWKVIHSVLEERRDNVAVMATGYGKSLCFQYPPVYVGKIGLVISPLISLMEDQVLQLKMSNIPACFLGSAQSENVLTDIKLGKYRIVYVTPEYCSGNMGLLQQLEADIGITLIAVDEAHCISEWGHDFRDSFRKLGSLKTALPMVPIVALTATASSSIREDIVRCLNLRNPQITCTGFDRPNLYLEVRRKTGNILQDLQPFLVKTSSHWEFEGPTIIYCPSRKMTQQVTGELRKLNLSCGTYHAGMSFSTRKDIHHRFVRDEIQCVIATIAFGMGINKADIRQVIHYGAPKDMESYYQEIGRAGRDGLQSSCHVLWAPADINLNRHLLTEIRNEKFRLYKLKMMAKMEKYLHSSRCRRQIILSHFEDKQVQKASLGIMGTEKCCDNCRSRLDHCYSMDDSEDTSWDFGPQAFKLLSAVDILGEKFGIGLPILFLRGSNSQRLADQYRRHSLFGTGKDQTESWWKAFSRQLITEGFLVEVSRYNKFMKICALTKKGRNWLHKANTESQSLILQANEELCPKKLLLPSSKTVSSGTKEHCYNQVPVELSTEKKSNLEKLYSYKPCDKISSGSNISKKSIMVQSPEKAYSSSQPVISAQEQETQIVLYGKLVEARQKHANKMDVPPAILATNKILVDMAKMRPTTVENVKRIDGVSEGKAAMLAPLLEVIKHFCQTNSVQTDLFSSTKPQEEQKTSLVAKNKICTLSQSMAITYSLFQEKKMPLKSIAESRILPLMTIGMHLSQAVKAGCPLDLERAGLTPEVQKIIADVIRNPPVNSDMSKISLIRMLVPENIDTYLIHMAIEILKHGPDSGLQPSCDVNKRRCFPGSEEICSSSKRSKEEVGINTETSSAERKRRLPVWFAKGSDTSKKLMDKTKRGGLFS
#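 Fluorescence dequenching readout, ex 525 nm/em 598 nm, kinetic mode: forked duplex DNA (100 nM final) with adjacent fluorophore and quencher unwound by WRN (20 nM final) with 2 mM ATP. Compound preincubation 15 min, room temperature.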
# EPAC1 antag: blocks human EPAC1 exchange factor. EPAC1 GEF assay, Rap1b-BODIPY-GDP exchange fluorescence. Potency, µM (doses to about 115 µM), for the others: top-dose activity change, negative = inhibition, hits mostly inhibitors. 0.14% of 360,000 active. AID 720709;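 further: potency means the concentration at half of the fitted maximal effect; plate controls were vehicle for no effect and positive control for full effect; nearly all actives have a fitted effect of over 50% in size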
# EPAC1 agonist: EPAC1 (human) agonism; EPAC1 agonist qHTS, biochemical assay; response scale: 100% = response to 6.5 mM cAMP; Potency, µM (doses to about 154 µM), for inactives: top-dose activation, most hits filed as activators; 0.073% of 360,000 active; further: potency means the concentration at half of the fitted maximal effect; nearly all actives have a fitted effect of over 60% in size
#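 Read-out is the fluorescence drop as BODIPY-GDP leaves Rap1B (480 nm excitation, 540 nm emission), recorded every 5 minutes over 30 minutes. Reactions held 100 nM EPAC1, 250 nM Rap1B–BODIPY-GDP and 50 uM GDP, with 6.5 mM cAMP setting full activation.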
# PLK1 PBD inh: inhibitors of human PLK1 polo-box domain binding | Plk1 PBD binding of FITC phosphopeptide, fluorescence polarization | Potency, µM, for the others: max response, negative = inhibition, most hits filed as inhibitors | 2.8% of 360,000 active | AID 720504; further: potency means the concentration at half of the fitted maximal effect; series mostly up to about 57 µM; on the % scale 0 is the no-effect control and ±100 the full control effect; nearly all actives have a fitted effect of over 65% in size
# * hit, by the source's call; u = inconclusive; x = not tested or not shown; & = joins results of further samples; [ ] = dose if it differs, or a comment. Unless noted, the call rests on the fitted dose curve; in most records, active means well fitted curve in the direction sought with a large enough effect; inconclusive means small, poorly fitted or top-dose-only effect, or another doubt; inactive means no such curve, though single readings can be large; an effect the other way counts as inactive or inconclusive. A portion of the library. The share of hits here may be higher or lower than overall.
# Order of results – EPAC2 agonist	PI5P4K alpha inh	IL-2 act	CCT modulator	WRN inhibitor	EPAC1 antag	EPAC1 agonist	PLK1 PBD inh
- Cc1cccc(-c2nsc(SCC(=O)Nc3nccs3)n2)c1
  0%	x	-1.0	-1.3	5%	-1%	5%	19µM*
- CN(CC(O)CN1CCOCC1)S(=O)(=O)O (stereo not given)
  10%&1%	-2&0	-2.3&-1.5	-0.6&-1.2	7%&12%	8%&14%	-5%&7%	6%&-5%
- CN(C)C(=O)COC(=O)c1cccnc1Nc1ccccc1F
  -9%	-2	-0.5	0.1	13%	-5%	-3%	-21%
- Cn1c(=O)oc2cc(S(=O)(=O)N3CCC(C(=O)NCc4cccs4)CC3)ccc21
  -3%	2	0.0	0.1	-3%	-8%	1%	-7%
- Clc1cccc2sc(N3CCCC3)nc12
  8%	0	-3.0	-1.7	3%	u	2%	-14%
- COc1cccc(CN(C)CC(=O)NC(=O)NCc2ccco2)c1
  1%	-18	-0.7	-2.0	-31%[57.1 µM]	-1%	-1%	-16%
- Cc1cccc(NS(=O)(=O)c2ccc(C)c(C(=O)NCC(c3ccccc3)N(C)C)c2)c1 (stereo not given)
  6%	8	5.3	-1.8	-4%	-6%	-1%	-6%
- CCOc1ncccc1C(=O)OCC(=O)NC(=O)c1ccccc1
  11%	-7	0.0	-3.0	1%	-23%	-9%	-5%
- COc1cccc(NS(=O)(=O)c2ccc(C)c(C(=O)N3CCCCC3)c2)c1
  3%	2	-0.6	-0.7	3%	-23%	9%	-6%
- Cc1ccc(Nc2nc(N)nc(CSCCO)n2)cc1
  5%	0	-1.2	0.3	3%	10%	3%	-1%
- Cc1ccc(NC(=O)CCC(=O)c2cccs2)c(Br)c1
  -5%	-2	-3.3	-1.2	-6%	-3%	-11%	5%
- O=C(CSc1nccn1-c1ccc(F)cc1)NCc1ccc2c(c1)OCO2
  4%	-3	-0.1	-1.0	-29%	-7%	3%	-10%
- COc1ccccc1N=NNc1ccccc1OC
  4%	2	1.8	0.1	-9%	-14%	3%	-2%
- COc1ccc(OC)c(-c2cc(C(=O)Nc3cc(C)on3)no2)c1
  14%	x	-1.2	-3.3	-8%	-10%	8%	-12%
- CN(CC(=O)Nc1ccc(F)cc1Cl)Cc1cccs1
  7%	1	-2.5	-2.0	-20%	-10%	4%	-3%
- CCOC(=O)C(C(=O)Nc1cccc(C)c1)C1CCCCC1 (stereo not given)
  -6%	x	-0.6	1.5	-1%	7%	2%	-2%
- CCCCCC(=O)N1C[C@@H](O)[C@H](n2cc(-c3ccc(F)cc3)nn2)C[C@@H]1c1ccc(OC)cc1
  -11%	8	0.4	-0.1	3%	-12%	-8%	9%
- COc1ccc(C(CNC(=O)COc2ccccc2OC)N(C)C)cc1OC (stereo not given)
  11%	7	0.2	-0.8	4%	-11%	4%	-2%
- COC(=O)CSc1nnc(-c2ccoc2C)n1-c1ccc(OC)cc1
  2%	-2	-3.1	-0.1	-3%	28%	3%	-3%
- Fc1ccccc1/C=C/c1ccc2ccccc2n1
  4%	1	-1.7	-1.2	3%	0%	1%	-2%
- O=C(CN1C(=O)C2C3CCC(C3)C2C1=O)NCc1ccco1 (stereo not given)
  6%	-12	-1.8	-3.5	-1%	-12%	3%	-7%
- CC1=CC(C)(C)Nc2ccc(OC(=O)c3ccco3)cc21
  15%	x	16	0.7	-9%	-4%	10%	-8%
- CC(=O)Nc1ccc(S(=O)(=O)N(C)c2ccc(OCC(=O)Nc3ccccc3C(C)=O)cc2)cc1
  14%	5	-3.4	-0.5	2%	-9%	12%	-11%
- CC(=O)NC1C(=O)N=C(SCC(=O)NC2CCCCC2)NC1=O (stereo not given)
  5%	x	-1.1	4.5	-4%	4%	-1%	-8%
- CSCCC(NC(=O)/C(=C/c1ccco1)NC(=O)c1ccco1)C(=O)O (stereo not given)
  17%	-3	-1.9	-38*	-15%	-27%	-4%	-20%
- CC(C)(C)c1ccc(-c2nnc(SCC(=O)O)n2N)cc1
  2%	x	6.4	0.0	-8%	15%	2%	-11%
- O=C(N1CCN(c2ccccc2F)CC1)C1(c2cccs2)CCOCC1
  1%	-2	-4.0	1.1	1%	-14%	-1%	-3%
- CN(Cc1c(C(=O)N/N=C/c2cc(F)ccc2F)nnn1-c1nonc1N)C1CCCCC1
  4%	-2	-2.7	-1.8	0%	16%	15%	-4%
- O=C(c1ccccn1)c1ccc2ccccc2n1
  4%	-6	-1.9	-1.4	-3%	-4%	5%	-3%
- Cc1ccc2nc(NC(=O)CCNS(=O)(=O)c3cccs3)sc2c1
  1%	3	0.1	-0.3	-3%	-3%	-1%	-5%
- O=C(CNC1CCCCCC1)Nc1ccccc1N1CCOCC1
  0%	-2	0.8	0.0	2%	9%	2%	3%
- CCCOc1ccc(C(=O)NNC(=S)NC(C)=O)cc1
  4%	x	-3.5	-0.2	6%	-1%	2%	-2%
- NC(=O)C1(N2CCCCC2)CCN(S(=O)(=O)c2cc(Cl)sc2Cl)CC1
  5%	-7	-0.5	0.7	-3%	6%	0%	-2%
- O=C(Cc1ccc(Cl)cc1)Nc1cccc(S(=O)(=O)Nc2ccccc2F)c1
  -1%	12	-1.0	-1.4	-17%	-1%	17%	-12%
- CCC(c1nnnn1C1CCCC1)N1CCN(c2cccc(OC)c2)CC1 (stereo not given)
  11%	-2	-0.3	-0.9	-3%	11%	19%	-5%
- CC(C)(C)c1cc(N2CCOCC2)n2ncc(-c3ccccc3)c2n1
  -12%	8	-1.4	-0.3	-4%	14%	4%	0%
- C=CCN(Cc1cccs1)C(=O)CN1CCN(S(=O)(=O)c2ccc3c(c2)OCCCO3)CC1
  1%	8	-1.1	-2.0	-2%	-1%	-10%	0%
- Cc1ccc(/C=C/C(=O)OCC(=O)NCCN2C(=O)CSC2=O)o1
  9%	-11	1.9	-4.3	4%	-13%	7%	-24%
- c1ccc2nc(-c3nc4ccccc4[nH]3)ccc2c1
  3%	-6	-0.7	0.2	-9%	3%	-11%	-8%
- COC(=O)[C@@H](Cc1ccccc1)N(Cc1ccccc1)S(=O)(=O)N(Cc1ccccc1)[C@H](Cc1ccccc1)C(=O)OC
  0%	0	-0.1	-2.9	-2%	-6%	-6%	-2%
- CCOC(=O)CC1(c2ccccc2)CCOC(C)(C)C1 (stereo not given)
  -2%	2	-1.8	0.6	-5%	-6%	-1%	-3%
- COc1ccc(C2(C(=O)Nc3c(C)n(C)n(-c4ccccc4)c3=O)CCCC2)cc1OC
  4%	1	-1.4	0.5	2%	12%	-2%	2%&0%
- COc1ccc(-c2cc(C(=O)OCC(=O)Nc3cc(C)on3)c3ccccc3n2)cc1OC
  13%	1	-0.7	-0.9	-9%	10%	-1%	2%
- Cc1sc2ncnc(SCC(=O)NCC(C)C)c2c1C
  8%	2	-0.5	-2.0	1%	-8%	4%	-9%
- Cc1ccc(S(=O)(=O)NCC(C)NS(=O)(=O)c2ccc(C)cc2)cc1 (stereo not given)
  -10%	-1	-2.1	1.8	3%	4%	-4%	-7%
- O=C(CN1CCN(CN2C(=O)NC3(CCCCCC3)C2=O)CC1)Nc1cccc(F)c1
  -5%	-1	0.3	-1.1	1%	-14%	-2%	5%
- Cc1ccc(NS(=O)(=O)c2ccc3c(c2)NC(=O)C(C)C(=O)N3)c(Br)c1 (stereo not given)
  3%	-3	-2.5	0.8	9%	9%	-3%	3%
- COc1cccc(CC(=O)Nc2ccccc2C(=O)N2CCOCC2)c1
  -7%	-2	-0.5	0.1	1%	10%	3%	-7%
- C/C=C/Cn1c(N(C)Cc2ccccc2)nc2c1c(=O)[nH]c(=O)n2C
  5%	-4	-3.7	-0.3	0%	-20%	-14%	1%
- CCOc1ccc(NC(=S)N(CCc2c(C)[nH]c3ccccc23)Cc2cccnc2)cc1
  21%	1	-2.2	-1.0	-11%	-1%	14%	-5%
- CCOc1ccc(NS(=O)(=O)c2ccc(C(=O)NCCCN3CCOCC3)cc2)cc1
  -9%	6	0.9	0.7	8%	-13%	4%	3%
- Cc1cccc(NC(=O)NCc2ccccn2)c1
  5%	1	1.1	-0.3	0%	3%	3%	-7%
- COc1cccc(-c2cnc(C(O)c3c(C)ccc4ccccc34)[nH]2)c1 (stereo not given)
  -1%	12	-0.5	-1.1	10%[57.1 µM]	-2%	-6%	-5%
- COCCN(Cc1cc2cc(C)c(C)cc2nc1Cl)C(=O)Nc1ccccc1
  1%	x	0.2	0.3	-6%	-20%	7%	-11%
- CCC(=O)c1cn(CC(=O)Nc2ccc(F)cc2)c2ccccc12
  7%	0	-1.6	-1.4	6%	13%	-15%	-1%
- COc1cccc(/C=N/NC(N)=S)c1OCc1ccccc1Cl
  8%	-7	-3.3	-0.1	1%	12%	-5%	-4%
- O=C(Nc1cccnc1Cl)c1cc(-c2cccc(O)c2)on1
  9%	-2	0.6	-4.0	-6%	-9%	7%	-16%
- Cc1nn(C(C)CC(=O)O)c(C)c1C (stereo not given)
  11%	x	-2.1	-1.0	-7%	4%	1%	2%
- O=C(O)c1ccc(CSc2nnc(COc3ccc(Cl)cc3Cl)o2)cc1
  14%	-2	1.2	0.9	-3%	-26%	-11%	-10%
- COc1ccc(NC(=O)CCCn2cc([N+](=O)[O-])cn2)cc1
  0%	-5	-3.2	0.9	5%	-9%	0%	-18%

# Additional compounds.
# Order of results – EPAC2 agonist	PI5P4K alpha inh	IL-2 act	CCT modulator	WRN inhibitor	EPAC1 antag	EPAC1 agonist	PLK1 PBD inh
- CCCC1NC(=S)NC(C)=C1C(C)=O (stereo not given)
  -2%	-11	0.5	-6.6	1%	-10%	-13%	-12%
- CN1C(=O)OC2(C)CCc3ccccc3C12C (stereo not given)
  -1%	x	5.4	-0.7	2%	-11%	0%	-2%
- COc1ccc(Cl)c(-c2cc(C(=O)Nc3ccc(C)c(NS(C)(=O)=O)c3)[nH]n2)c1
  5%	-7	0.5	1.0	0%	-12%	13%	4%
- COc1ccc(CCNC(=O)CSc2cc(=O)[nH]c(N)n2)cc1OC
  6%	-6	-0.8	-2.1	-24%	-7%	6%	-8%
- CC(C)N1C(=O)S/C(=C/c2cccnc2)C1=O
  4%	-1	-0.7	-3.3	0%	2%	-1%	-1%
- Nc1nonc1-n1nnc(C(=O)N/N=C/c2ccoc2)c1CSc1ccccc1
  6%	-15	-0.3	-0.7	-3%	5%	-5%	-6%
